ALOX12 inh – inhibitors of human 12S-lipoxygenase ALOX12; Potency, µM (series often up to 108 µM), inactives show at the highest dose activity change, negative = inhibition, most hits filed as inhibitors; purified 12hLO, xylenol orange hydroperoxide absorbance; hit rate 1.1% among 580,000; note: potency is the fitted concentration of half-maximal effect; % is set by controls: 0 for no effect and ±100 for the full control effect
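Purified human 12hLO (150 nM final) in 25 mM Hepes, 0.01% Triton X-100, pH 7.0 was preincubated 15 min at room temperature with compound. Then 40 uM arachidonic acid was added, 30 min. Hydroperoxide was read by Fe-XO absorbance ratio 573/405 nm.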
GLS inh – inhibitors of human glutaminase (GLS); O94925; GLS enzymatic activity, qHTS titration; Potency, µM (titrated, usually from 45.5 µM), for inactives: at the top dose activity change, negative = inhibition, usual class: inhibitors; hit rate 0.21% among 410,000; AID 624170; note: potency is the fitted concentration of half-maximal effect; % is set by controls: 0 for no effect and ±100 for the full control effect
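Coupled fluorescence readout: glutamate oxidase/HRP/Amplex Red detect glutamate formed by hKGA from L-glutamine (1 mM solution added). Buffer 45 mM KH2PO4 pH 8.2, 0.02% Tween-20; reads at t0 and 30 min RT.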
BAZ2B block – BAZ2B (human) inhibition | Q9UIF8 | AlphaScreen BAZ2B-H3K14Ac peptide displacement | Potency, µM (doses to about 114 µM), without a hit: at the highest dose activity change, negative = inhibition, usual class: inhibitors | hit rate 4.4% among 360,000 | AID 504333; note: potency is the fitted concentration of half-maximal effect; % is set by controls: 0 for no effect and ±100 for the full control effect; nearly all actives have a fitted effect of over 60% in size
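BAZ2B (50 nM) with biotin-H3(5-23)K14Ac peptide (50 nM) in PBS pH 7.4, 0.01% Tween-20, preformed 30 min, then compound 30 min at room temperature; top concentration 110uM. AlphaScreen streptavidin donor/nickel chelate acceptor beads (10 ug/mL final), 20 min dark, signal read.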
PI4K2A inh – PI4K2A (human) kinase inhibition. Q9BTU6. purified PI4K2A, ADP-Glo luminescence, 1 h; active compounds read low. activity change, negative = inhibition, % at 76.9 µM. hit rate 0.13% among 420,000; in the data active = activity change below about -50%; inconclusive = mostly about -30% to -49%;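 note: -100% = wells without enzyme as full effect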
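PI4K2A activity was measured by ADP-Glo luminescence: enzyme (4 ug/mL stock) and phosphatidylinositol (1.2 mM stock) in Tris pH 7.5/MgCl2/EGTA/Triton X-100 buffer were reacted with ATP (300 microM stock) for one hour at ambient temperature.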
JMJD2A Tudor inh – blocks the human JMJD2A Tudor domain; O75164; AlphaScreen JMJD2A-Tudor / H3K4me3 peptide binding; Potency, µM (titrated, usually from 114 µM), without a hit: at the highest dose activity change, negative = inhibition, most hits filed as inhibitors; hit rate 4.4% among 390,000; note: potency is the fitted concentration of half-maximal effect; % is set by controls: 0 for no effect and ±100 for the full control effect; nearly all actives have a fitted effect of over 50% in size
G9a inh – G9a (human) methyltransferase inhibition | Potency, µM (series often up to 102 µM), for the others: at the highest dose activity, negative = inhibition, actives largely listed as inhibitors | AID 504332 | hit rate 8.8% among 350,000 | Q96KQ7 | G9a H3K9 monomethylation, AlphaScreen, 2 h; note: potency is the fitted concentration of half-maximal effect; % is set by controls: 0 for no effect and ±100 for the full control effect; nearly all actives have a fitted effect of over 75% in size
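Readings reflect AlphaScreen signal from monomethyl-H3K9 antibody detection. HMT at 20 nM; substrate b-H3K9 500 nM; cofactor SAM 20 uM; 2 h RT reaction; compounds tested as titrations in qHTS with 15 min preincubation.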
RGS4 inhibitor – blocks human RGS4-accelerated GTP hydrolysis; P49798; Transcreener GDP fluorescence polarization, RGS4-accelerated GTP hydrolysis; Potency, µM (series often up to 114 µM), for the others: at the top dose activity change, negative = inhibition, actives largely listed as inhibitors; hit rate 0.039% among 390,000; AID 504845; note: potency is the fitted concentration of half-maximal effect; % is set by controls: 0 for no effect and ±100 for the full control effect; nearly all actives have a fitted effect of over 75% in size; some results filed as inactive show a strong effect at the top dose
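MLSMR compounds (23 nl, pin-transferred) preincubated 10 min at room temperature with a 500nM (2x) first reagent, then RGS4 at 900nM (2x) plus Transcreener GDP mix added; fluorescence polarization (620/688 nm) read before and after 90 min at 30 °C.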
ERG Ets-DNA blk – blocks human ERG Ets domain binding to DNA; fluorescence polarization, His-ERG Ets domain / labelled DNA; Potency, µM (top dose mostly 76.9 µM), for inactives: top-dose FP activity, negative = inhibition, usual class: inhibitors; hit rate 0.028% among 370,000; active = well fitted inhibition curve with a large enough effect in the polarisation, with a control signal flat; inconclusive = small, poorly fitted or top-dose-only effect, or effect the other way, or a change in a side signal; inactive = no such curve, though single readings can be large or run the other way; the % refers to the polarisation;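 note: polarization taken with two DNA probes labelled with fluorescein and Texas red; potency is the fitted concentration of half-maximal effect; % of control where 0% means no effect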
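His-tagged ERG Ets domain (1 uM in the protein solution; 300mM KCl, 50mM Tris-HCl, 1mM EDTA, 1mM DTT, pH 7.5) received compound, then a probe mix of 5 nM fluorescein-DNA and 100nM Texas-615-DNA. Fluorescence polarization was read for both dyes.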
HP1b binding inh – inhibitors of HP1-beta chromodomain binding to methylated histone tails | Potency, µM (titrated, usually from 114 µM), without a hit: top-dose activity change, negative = inhibition, hits mostly inhibitors | AlphaScreen HP1-beta / biotin-H3K9me3 peptide binding | AID 540317 | hit rate 0.56% among 390,000; note: potency is the fitted concentration of half-maximal effect; nearly all actives have a fitted effect of over 70% in size; inactives centre near 23
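AlphaScreen: HP1-beta (50 nM) preformed 30 min with biotin-H3(1-18)K9me3 peptide (50 nM) in PBS pH 7.4, 0.01% Tween-20. Compound added for 30 min at RT, then streptavidin donor/nickel chelate acceptor beads (10 ug/mL) for 30 min.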
* hit, by the source's call; i = inactive; ? = inconclusive; . = no result given; & = joins results of further samples; [ ] = remark or other dose. Unless noted, calls come from the whole dose curve; as a rule, active = well fitted curve in the direction sought with a large enough effect; inconclusive = small, poorly fitted or top-dose-only effect, or another doubt; inactive = no such curve, though single readings can be large; an effect the other way counts as inactive or inconclusive.

molecule,ALOX12 inh,GLS inh,BAZ2B block,PI4K2A inh,JMJD2A Tudor inh,G9a inh,RGS4 inhibitor,ERG Ets-DNA blk,HP1b binding inh
Cn1c(=O)[nH]c(=O)c2c1nc(N/N=C/c1ccncc1)n2Cc1ccc(F)cc1,115%[activator],?,1%,-1,-32%,.,13%,3%,42%[activator]
O=C(O)C1CCCN(C(=O)NCc2ccccc2)C1 (configuration not stated),4%,-2%,0%,0,0%,-33%,-2%,-12%,30%
COc1ccc2c(c1)[nH]c1c(N3CCN(Cc4ccc5c(c4)OCO5)CC3)ncnc12,-4%,5%,45µM*,4,?,.,-12%,0%,-27%
COc1ccc(CNC(=O)C[C@H]2C[C@H](C(=O)N3CCOCC3)[C@@]3(C)c4[nH]c5cc(CCC(=O)N(C)C)ccc5c4CCN3C2=O)cc1OC,-3%,1%,.,-5,-17%,.,0%,8%,18%
O=C(c1ccc2c(c1)N(Cc1ccccc1)C(=O)c1ccccc1S2)N1CCCC1,-21%,-10%,?,8,-16%,?,-23%,-10%,32%
O=C1NC(NS(=O)(=O)c2ccccc2)(C(F)(F)F)C(=O)N1Cc1ccccc1 (configuration not stated),-5%,-11%,-26%,-7,-6%,-1%,1%,-1%,37%
Cc1ccc(C)c(NC(=O)CSc2nc3c(oc4ccccc43)c(=O)n2-c2ccccc2)c1,-14%,6%,-1%,2,-7%,-3%,-13%,-6%,22%
O=C(CCc1ccccc1Cl)NC1CCCN(c2ccc(C(F)(F)F)cn2)C1 (configuration not stated),-3%,0%,1%,-1,-7%,27%[59 µM],36%,4%,32%
CN1CCN(C(c2cccnc2)c2ccc3cccnc3c2O)CC1 (configuration not stated),.,-8%,10µM*,-6,?,?,-12%[11.4 µM],-1%,?
O=C(NC1CCN(Cc2ccccc2)CC1)C1CCN(S(=O)(=O)c2ccccc2)CC1,0%,-15%,0%,4,-8%,20%,14%,-4%,18%
Cc1ccc(C)c(S(=O)(=O)N2CCCOC2CNC(=O)C(=O)NC2CCCCC2)c1 (configuration not stated),i,2%,-4%,2,-25%,.,1%,2%,3%
O=C(CN1C(=O)NC2(CCCCC2)C1=O)N(Cc1ccco1)Cc1cccs1,1%,-5%,0%,1,-7%,?,5%,1%,21%
O=c1cc(N2CCN(c3cccc(Cl)c3)CC2)[nH]c(=O)n1C1CCCCC1,17%,-1%,2%,1,-5%,?,11%,-4%,44%
COc1ccc2[nH]c3c(c2c1)CCN1C(=O)C(CC(=O)NCCN2CCOCC2)C[C@H](C(=O)N2CCCCC2)[C@@]31CCc1ccccc1 (some centres not stated),0%,6%,.,2,?,.,-20%,-12%,8%
CCCCC(=O)Nc1ccc(Br)cc1C(=O)O,-30%,-23%,?,0,2%,-9%[2.33 µM],-13%,1%,57%[activator]
CCOc1ccc(CN(C)C(=O)c2ccc(=O)[nH]c2)cc1,-1%,3%,-3%,0,-8%,-14%,19%,-4%,-8%
Cc1ccc(C(=O)N2CCN(c3ccccn3)CC2)cc1[N+](=O)[O-],-1%,-9%,-18%,-1,-10%,4%,-40%,-3%,42%
CC(C)N(Cc1ccccc1)c1ncnc2c1nnn2C,-24%,-11%,2%,0,-10%,-1%[59 µM],-2%,-4%,5%
Cn1c(Sc2ccc(C(=O)O)cc2[N+](=O)[O-])nnc1-c1ccccc1,0%,-10%,-13%,2,28µM*,1%[59 µM],?,11%,-2%
NNC(=O)COc1cccc2cccnc12,0%[57.4 µM],4%,-5%,1,-4%[11.4 µM],-16%[59 µM],9%[11.4 µM],-6%,44%[activator]
CCOCCCNC(=S)Nc1ccc2nc3n(c(=O)c2c1)CCCCC3,-2%,12%,2%,1,-8%,24%,9%,-6%,30%
N#CC1=C2SC=C(c3ccc(Br)cc3)N2CCCC1=O,?,2%,1%,-5,-8%,15%,-28%,17%,44%[activator]
Cc1csc(=O)n1CCC(=O)OCC(=O)Nc1cc(Cl)ccc1[N+](=O)[O-],7%,3%,?,-6,?,19%[12.7 µM],4%,10%,?
COc1ccccc1CN(C)CC(=O)Nc1cccc(S(=O)(=O)N2CCCCC2)c1,12%,-3%,3%,2,-14%,-53%,-8%,-5%,23%
Cc1cc(NC(=O)C2CCCN2C(=O)Nc2c(C)cccc2C)ccc1-n1cnnn1 (configuration not stated),2%,-16%,-3%,9,6%,-10%[59 µM],1%,-2%,38%
CCOC(=O)CSc1nnc(-c2cccs2)n1-c1ccccc1,0%,-3%,3%,-3,?,?,-9%,3%,56%
CCN(CC)c1ccc(NC(=O)c2cnc3ccccn3c2=O)c(C)c1,?,16%,?,8,45µM*,1.8µM*,-8%,-7%,?
CCCCC(CCC(=O)Nc1ccc(C(=O)OCC)cc1)C(=O)O (configuration not stated),0%,11%,1%,-2,0%,13%[59 µM],-11%,2%,19%
CC1CCC2C(=O)N(c3ccccc3OC(=O)c3ccccc3)C(=O)C2C1 (configuration not stated),-13%,-1%,5%,-1,-22%,9%[59 µM],2%,-4%,26%
Cn1c(=O)n(Cc2ccccc2)c(=O)c2c1nc1n2CCS1,-7%,11µM*,-1%,1,-15%[57.1 µM],-3%,22%[11.4 µM],0%,12%
COc1cc(NC(=O)CN(c2cc(C)cc(C)c2)S(=O)(=O)c2c(C)noc2C)cc(OC)c1,10%,-9%,12%,2,-7%,-15%,-7%,-3%,54%[activator]
c1ccc(CNc2nc3ccccc3n2CCN2CCOCC2)nc1,6%[57.4 µM],15%,71µM*,-4,25µM*,-26%[59 µM],-3%,.,19%
CC(=O)Nc1ccc(OC(=O)c2cc3cc(Br)ccc3oc2=O)cc1,-16%,1%,-1%,-1,-4%,-13%,-5%,-6%,33%
O=c1cc(CN2CCN(C/C=C/c3ccccc3)CC2)c2cc(O)c(-c3ccccc3)cc2o1,3%&-23%,-1%,-2%,0,-5%,-7%,-19%,2%,21%
COc1ccc(NC(=O)c2ccc(NC(=O)CSc3nccc(=O)[nH]3)cc2)cc1,-9%,-3%,56µM*,3,?,?,-10%,2%,-14%
Cc1ccccc1Nc1nc(CSc2nnnn2-c2ccccc2)cs1,?,5%,-6%,-22,-26%,40µM*,?,5%,6%
Cc1csc(NC(=O)CSc2ncnc3c2cnn3-c2ccccc2Cl)n1,.,-4%,-3%,-14,?,?,2%,0%,9%
CCOCC(=O)NC1CCc2cc(OC)c(OC)c(OC)c2-c2ccc(SC)c(=O)cc21 (configuration not stated),?,7%,.,0,-8%,.,-15%,.,19%
CSCC[C@H](NC(=O)Cc1ccc(Cl)cc1)C(=O)N1CCC2(CC1)NCCc1[nH]cnc12,1%,0%,-13%,4,?,-19%,5%[11.4 µM],-7%,9%
Cc1nc2ccc(C(=O)O)cc2nc1C,-10%,7%,-4%,2,-6%,7%[59 µM],-8%,-1%,29%

2 compounds drawn at random from those above:
molecule,ALOX12 inh,GLS inh,BAZ2B block,PI4K2A inh,JMJD2A Tudor inh,G9a inh,RGS4 inhibitor,ERG Ets-DNA blk,HP1b binding inh
O=c1cc(CN2CCN(C/C=C/c3ccccc3)CC2)c2cc(O)c(-c3ccccc3)cc2o1,3%&-23%,-1%,-2%,0,-5%,-7%,-19%,2%,21%
Cc1ccccc1Nc1nc(CSc2nnnn2-c2ccccc2)cs1,?,5%,-6%,-22,-26%,40µM*,?,5%,6%

Later entries
molecule,ALOX12 inh,GLS inh,BAZ2B block,PI4K2A inh,JMJD2A Tudor inh,G9a inh,RGS4 inhibitor,ERG Ets-DNA blk,HP1b binding inh
O=C(Nc1nnc(C2CCCCC2)s1)C1CC(=O)N(c2ccc(F)cc2)C1 (configuration not stated),-9%,-6%,-2%,1,1%,18%[59 µM],-21%,-4%,28%
Cc1ccc2nc(SCC(=O)Nc3cccc(S(=O)(=O)N(C)C)c3)[nH]c2c1,-13%,-11%,-5%,5,-15%[57.1 µM],-21%,?,0%,44%[activator]
CC(C)C(NC(=O)c1c(F)cccc1F)C(=O)N1CCN(S(=O)(=O)/C=C/c2ccccc2)CC1 (configuration not stated),?,1%,1%,1,3%,-33%[12.7 µM],0%,4%,23%
C/C=N/N(c1ccccc1)c1ccccc1,?,12%,-13%,0,-1%[11.4 µM],16%,-12%[11.4 µM],-12%,76%[activator]
COc1ccc2[nH]cc(CCNC(=O)Nc3ccc(F)cc3)c2c1,?,26%,-34%,3,?,-32%[59 µM],6%,-1%,-12%

The list is partial, so the mix of outcomes need not match the whole.
